Screening data from PubChem.
BRCA1 expr up: BRCA1 expression activation; MCF7-BRCA1-FFLuc reporter, luminescence, 48 h; response scale: scaled: vehicle 0%, 10 µM genistein 100%; Potency, µM (titrated, usually from 46.1 µM), for inactives: top-dose activation, usual class: activators; hit rate 1.1% among 380,000; AID 624202; active means well fitted activation curve with a large enough effect; inconclusive means small, poorly fitted or top-dose-only effect; inactive means no such curve, though single readings can be large or run the other way; further: nearly all actives have a fitted effect of over 80% in size; some results filed as inactive show a strong effect at the top dose
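Luminescence from a BRCA1-driven firefly luciferase in MCF7 cells was read after 48 h compound exposure at 37 C. Data normalized against DMSO and a 10microM genistein activation control, then curve-fitted across the titration.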
Active calls of the source: *; ? = inconclusive. Potency means the concentration at half of the fitted maximal effect.

SMILES	BRCA1 expr up
CSc1ccc(CCNC(=O)CN2C(=O)COc3ccc(S(=O)(=O)N4CCCC4)cc32)cc1	5%
Cc1oc2ncn(C)c(=O)c2c1C(=O)NCCCN1CCCC(C)C1 (stereo not given)	0%
C=C[C@@]1(C)C[C@H](OC(=O)CSC(C)(C)CNC(=O)[C@@H](N)C(C)C)[C@@]2(C)C(C)CC[C@@]3(CCC(=O)[C@@H]32)[C@H](C)[C@H]1O (stereo not given in full)	0%
OC(c1ccc(F)cc1)c1nc(-c2cncnc2)cs1 (stereo not given)	1%
COc1ccc(-n2c(=O)c3c4c(sc3n(Cc3ccc(F)cc3)c2=O)CN(C(C)=O)CC4)c(OC)c1	-14%
Cc1c(C(=O)NCc2ccccc2)sc(=O)n1Cc1ccccc1F	11%
O=C1NC[C@H](Cc2ccccc2)N(C[C@@H]2CCCN2C[C@H](Cc2ccc(O)cc2)N2C[C@H](Cc3ccc(O)cc3)N(CCc3ccccc3)C(=O)C2=O)C1=O	3%
CCCCc1c(C)nc2c(-c3ccc(OC)cc3)c(C)[nH]n2c1=O	2%
COc1cc(NC(=O)CCn2cnc3ccccc3c2=O)cc(OC)c1	55%
COc1ccc(NC(=O)Cn2c(=O)n(CCc3ccccc3)c(=O)c3c4c(sc32)CCCC4)cc1	9%
Clc1ccc(Nc2nc(Nc3ccc(Cl)cc3)nc(N3CCOCC3)n2)cc1	-17%
CCCCn1c(=N)c(S(=O)(=O)c2ccc(Cl)cc2)cc2c(=O)n3cccc(C)c3nc21	-6%

Some of these compounds in order of SMILES length, falling:
SMILES	BRCA1 expr up
COc1ccc(NC(=O)Cn2c(=O)n(CCc3ccccc3)c(=O)c3c4c(sc32)CCCC4)cc1	9%
CCCCn1c(=N)c(S(=O)(=O)c2ccc(Cl)cc2)cc2c(=O)n3cccc(C)c3nc21	-6%
CCCCc1c(C)nc2c(-c3ccc(OC)cc3)c(C)[nH]n2c1=O	2%
COc1cc(NC(=O)CCn2cnc3ccccc3c2=O)cc(OC)c1	55%

The list continues.
SMILES	BRCA1 expr up
COC(=O)CSc1nc2sc3c(c2c(=O)n1-c1ccccc1C)CC(C)(C)OC3	-4%
CCOC(=O)c1c(C)oc2ncnc(Nc3ccc(OC)cc3OC)c12	0%
COc1ccc(Nc2c(CCc3ccccc3)nc3nc(C)cc(C)n23)cc1	0%
COc1cc2nc(N3CCOCC3)nc(NC3CCN(Cc4ccccc4)CC3)c2cc1OC	-6%
CS(=O)(=O)Nc1cccc(NC(=O)c2cccc3c(-c4cccnc4)coc23)c1	12%
COc1ccc(CCNC(=O)CCCn2c(=O)c3ccccc3n(Cc3ccc(C)cc3)c2=O)cc1OC	5%
COc1ccc(OC)c(NC(=O)C2(C)CCN2CCOc2ccccc2)c1 (stereo not given)	-10%
CCOC(=O)N1CCN(C(=O)C[C@@H]2C[C@@]3(C(=O)OCC)CCC=C3N(Cc3cccc4ccccc34)C2=O)CC1	-11%
CCC(CC)C(=O)N(C)c1c(C)nc2c(OCc3ccccc3OC)cccn12	-6%
COc1cccc(C(=O)Nc2cc(-c3ccccc3)nn2-c2ccccc2)c1	11%
Cc1ccccc1S(=O)(=O)NC(=O)C1(C)CCN1C(=O)Cc1cc(F)ccc1F (stereo not given)	-1%
COc1ccc(-n2c(SCC(=O)N3CCC(C)CC3)nc3c([nH]c4ccccc43)c2=O)cc1	14%
CC1=C(C(=O)Nc2ccccc2)C(c2ccc(O)cc2)n2nc(SCc3ccccc3)nc2N1 (stereo not given)	-7%
CCCC(C)(C)C(=O)N1CCC1(C)C(=O)NS(=O)(=O)c1ccc(Cl)cc1 (stereo not given)	12%
Cc1ccc(Sc2ccc(N3CCCC(C(=O)Nc4ccc(Br)cc4)C3)nn2)cc1 (stereo not given)	8%
COc1cccc(-c2cnc3c(NC=O)cc(-c4ccc(N5CCN(C)CC5)cc4)cn23)c1	44%
C[C@@H]1CN([C@H](C)CO)C(=O)CCCn2cc(nn2)CO[C@H]1CN(C)C(=O)c1ccccc1	0%
O=C(Nc1ccccc1Cl)c1cc(C2CCCN(C(=O)c3ccccc3)C2)on1 (stereo not given)	11%
COc1ccc(Cn2c(C(=O)O)c(CNCCc3ccco3)c3ccc(OC)cc32)cc1	-21%
CC(C)NC(=O)c1cc(C2CCCCN2S(=O)(=O)c2ccccc2)on1 (stereo not given)	3%
CN(C)CCCOc1ccc(-c2ccc3nccn3c2)cn1	12%
CC(=O)c1ccc(N2C(=O)Nc3ccccc3S2(=O)=O)cc1	8%
CC1(C(=O)O)CCN1C(=O)COc1ccc(Cl)cc1 (stereo not given)	6%
O=C(NCc1ccccc1)c1cc2sccc2n1Cc1ccc(F)cc1	-23%
COc1cc2nc(N3CCCN(C)CC3)nc(OC3CCN(C)CC3)c2cc1OC	0%
CC1(C(=O)Nc2cccnc2)Cc2c(-c3cccc(C(F)(F)F)c3)ccnc2O1 (stereo not given)	-14%
CCc1ccc(NCc2cc3cc4c(cc3n(CC(=O)Nc3ccccc3C)c2=O)OCCO4)cc1	8%
CCOC(=O)[C@]12CCC=C1N(CCC1=CCCCC1)C(=O)[C@H](CC(=O)NCc1ccc(OC)c(OC)c1)C2	2%
CC(C)NC(=O)C1(C)CCN1Cc1cccc(Cl)c1 (stereo not given)	14%
Cc1ccc2nc(-c3cccc(Br)c3)c(Cc3ccccc3)n2c1	16%
Cc1c(C(=O)N2CCCC(C)(C(=O)NS(=O)(=O)C3CC3)C2)oc2ccccc12 (stereo not given)	7%
CCOC(=O)C1=CCN(S(=O)(=O)c2ccc(Cl)cc2)C1c1ccccc1 (stereo not given)	-12%
Cc1sc2ncn(CC(=O)N3CCN(c4cccc(Cl)c4)CC3)c(=O)c2c1S(=O)(=O)N1CCN(c2ncccn2)CC1	0%
COc1ccc(-c2noc(-c3ccc(N4CCN(C)CC4)c([N+](=O)[O-])c3)n2)cc1OC	-5%
COc1ccc(CNC(=O)CCc2nc(-c3ccc(OC)cc3)no2)cc1	79%
Cc1cccc(NC(=O)CSc2nncn2C)c1	10%

Part of the list above, as labelled records:
CC(C)NC(=O)C1(C)CCN1Cc1cccc(Cl)c1 (stereo not given)
  BRCA1 expr up: 14%
Cc1sc2ncn(CC(=O)N3CCN(c4cccc(Cl)c4)CC3)c(=O)c2c1S(=O)(=O)N1CCN(c2ncccn2)CC1
  BRCA1 expr up: 0%
Cc1ccc2nc(-c3cccc(Br)c3)c(Cc3ccccc3)n2c1
  BRCA1 expr up: 16%

Additional compounds:
SMILES	BRCA1 expr up
CCNC(=O)C1(C)CCN(Cc2cccc(Oc3ccccc3)c2)C1 (stereo not given)	-12%
Cc1cc(Br)cn2c(Cc3cccc(F)c3)c(-c3ccc(Cl)cc3)nc12	-47%
O=C(CCCCn1c(=O)c2ccccc2n(Cc2ccc(Cl)cc2)c1=O)NCc1ccccc1Cl	12%
COCCNC(=O)C1CCN(c2nc3ccccc3nc2C(F)(F)F)CC1	2%
COCCNC(=O)C1(C)CCCN(Cc2c(C)nn(-c3ccccc3)c2C)C1 (stereo not given)	0%
Clc1ccccc1CNc1nc2ccccc2c2nc(-c3ccccc3)nn12	0%
Cc1ccc(C)c(CC(=O)N2CCCC(c3cc(C(=O)NCc4cccnc4)no3)C2)c1 (stereo not given)	2%
N#Cc1nc(/C=C/c2ccc(F)cc2)oc1N1CCCCC1	17%
COc1ccc(NC(=O)c2ccc(-c3c(C)noc3C)c3ccoc23)cn1	-22%
COc1ccc(CCNC2=CC(=O)CCC2)cc1OC	18%
CC(=O)c1ccc(N2C(=O)N(CC(=O)c3ccc(C)cc3)c3ccccc3S2(=O)=O)cc1	0%
CCCCC[C@H](C)N1C[C@@H](COCc2ccccc2)Oc2cc(N3CC[C@H](O)C3)ccc2S1(=O)=O	-5%
CC(C)C[C@@H](COCc1ccc(F)cc1)N1CCN(C(=O)c2cccc(C(F)(F)F)c2)CCC1=O	6%
Cc1cnc(C)c(Nc2nc(C(N)Cc3ccc(Cl)cc3)cs2)n1 (stereo not given)	-27%
CCC(c1nnnn1-c1ccc2c(c1)OCCO2)N1CCN(c2ccc(C(F)(F)F)cc2[N+](=O)[O-])CC1 (stereo not given)	-4%
COc1ccc(-c2nc3cc(C)c(Br)c(C)n3c2Cc2ccccc2)cc1OC	-13%
Cc1ccc(C(O)c2ncc(-c3cccc(C(F)(F)F)c3)[nH]2)c(C)c1 (stereo not given)	-25%
Cc1ccc(Cl)cc1-c1cc(C(=O)N2CCN(c3ccncc3)CC2)[nH]n1	16%
CCn1c(=O)c2cc(C(=O)NCCc3cccc(C)c3)sc2c2ccccc21	-4%
O=C(Cn1c(=O)n(CC2CCC(C(=O)NCCc3ccccc3)CC2)c(=O)c2ccccc21)Nc1cccc(F)c1 (stereo not given)	12%
CN(C)Cc1ccccc1-c1cccc2nccn12	12%
Cc1ccc2oc(=O)c3cc(C(=O)N(Cc4ccccc4)C(C)C)sc3c2c1	53%
COc1cccc(-n2c(SCC(N)=O)nc3c(oc4ccccc43)c2=O)c1	-16%
COc1ccc(C2Nc3ccccc3C(=O)N2c2ccccc2)cc1COc1ccc(NC(C)=O)cc1 (stereo not given)	17%
CC(=O)NC(c1ccc(F)c(F)c1)c1nc(-c2cccs2)cs1 (stereo not given)	10%
COCCN1C[C@@H](CO)O[C@@H](n2cnc3c(NC4CCC4)ncnc32)C1	14%
COc1ccc(N(C(C)=O)C2SC(=O)N(c3ccccc3)C2=O)cc1 (stereo not given)	29%
Cc1cc(C)cc(-n2ccn3c(CC(C)(C)CC(=O)O)nnc3c2=O)c1	5%
COc1ccc([C@@H]2CC(=O)[C@@H]3CN(S(=O)(=O)c4ccc(C)cc4)[C@H](c4cccc(Cl)c4)C[C@@H]3N2S(=O)(=O)c2ccccc2)cc1	-4%
CCOC(=O)C1=CCN(S(=O)(=O)c2cccc(Cl)c2)C1c1ccc(Br)cc1 (stereo not given)	-11%
O=C(Nc1ccc2c(c1)CCC2)c1cnn2c1NC(=C1CC1)C=C2C(F)F	3%
COc1cc(Cl)c(C)cc1Nc1nc2ccccc2n2cnnc12	8%
CSc1ccccc1NC(=O)C1(C)CCN1C(=O)Cc1ccc(-c2ccccc2)cc1 (stereo not given)	-47%
CC(=O)Nc1cccc(-c2ccnc3c2CC(C(=O)Nc2ccc4c(c2)OCO4)O3)c1 (stereo not given)	-28%
CNC(=O)COc1ccccc1C(=O)Nc1ccccc1	0%
O=C(NCc1ccccc1Cl)c1ccc2sc([C@H]3C[C@H](O)[C@@H](CO)O3)nc2c1	2%

Another view of 2 compounds above.
CC(=O)Nc1cccc(-c2ccnc3c2CC(C(=O)Nc2ccc4c(c2)OCO4)O3)c1 (stereo not given)
  BRCA1 expr up = -28%

CC(=O)NC(c1ccc(F)c(F)c1)c1nc(-c2cccs2)cs1 (stereo not given)
  BRCA1 expr up = 10%

Next section
SMILES	BRCA1 expr up
COc1cccc(N2CCN(C(=O)c3ccc4c(Cl)c5c(nc4c3)CCCC5)CC2)c1	5%
COc1ccc(CCNC(=O)CCCn2c(=O)c3ccccc3n(Cc3cccc(Cl)c3)c2=O)cc1OC	-48%
CC(C)(C)c1ccc(CC(=O)N2CCC2(C)C(=O)Nc2cccc3ccccc23)cc1 (stereo not given)	0%
Fc1ccc(-c2cc3ncc4c(n3n2)-c2cc(Cl)ccc2OC4)cc1	-28%
O=c1[nH][nH]c2c1[C@@H](c1ccc(F)cc1)O[C@H](C1CCCCC1)C2	-11%
NN=C1c2cc(S(=O)(=O)NCCO)ccc2-c2ccc(S(=O)(=O)NCCO)cc21	16%
Cc1cc(Br)ccc1NC(=O)C1CCCN(S(=O)(=O)c2cccc3nonc23)C1 (stereo not given)	-17%
Cc1ccc(CN2C(=O)C3(c4ccccc42)N(c2cccc(F)c2)C(=O)CS3(=O)=O)cc1 (stereo not given)	-24%
CN1OC[C@@H]2CN(C(=O)c3cccnc3)[C@H](c3ccc(N4CCCCC4)cc3)C[C@@H]21	20%
O=S1(=O)CC(N2CCCCC2)CN1Cc1cn(Cc2ccc(C(F)(F)F)cc2)nn1 (stereo not given)	11%
Cc1cccc(-n2c(=O)c3c4c(sc3n3cnnc23)CCCC4)c1	-9%
CC(C)(C)N1C(=O)c2c(C(=O)OCc3ccccc3)[nH]c(-c3ccccc3)c2C1=O	17%
CC(C)(C)OC(=O)N1CCC[C@@H]1C(=O)NCc1ccccc1Cl	2%
O=C(Cn1c(=O)nc(-c2ccccc2)c2cc(Cl)ccc21)Nc1ccc(F)c(Cl)c1	0%
Cc1ccc(NC(=O)Cn2c(=O)ccc3cc(S(=O)(=O)N4CCC(C)CC4)ccc32)cc1C	22%
CCOc1ccc(-n2c(SCC(=O)N3CCc4ccccc43)nc3c([nH]c4ccccc43)c2=O)cc1	1%
CC(=O)Nc1cccc(-c2cc(NC(C)=O)c3ncc(-c4ccc(F)cc4)n3c2)c1	-20%
O=C(Nc1ccc2c(c1)OCO2)c1cc(C2CCCCN2S(=O)(=O)Cc2ccccc2)on1 (stereo not given)	?
Cc1ccc2nc(NC(=O)CSc3nccn3Cc3ccccc3)sc2c1	11%
O=C1COc2ccccc2C(c2nc3ccccc3[nH]2)N1Cc1ccccc1 (stereo not given)	0%
COc1cccc(CNC(=O)[C@@H]2CCCN2C(=O)[C@H]2CCCCN2C(=O)c2ccccc2C)c1	0%
CCCNC(=O)c1cc2c(c(-c3cccc(-c4cc5ccccc5o4)c3)n1)[C@@H](CCO)N(C(=O)NC(C)C)C2	-57%
Cc1cc2nc(-c3ccco3)c(Cc3cccc(F)c3)n2c(C)c1Br	-20%
Cn1ccc2c(-c3ccc(C(C)(C)C)cc3)cc3c(c21)C1CCC3C1 (stereo not given)	-14%
CCCCCCn1cc(CN2CC(N3CCN(CCO)CC3)CS2(=O)=O)nn1 (stereo not given)	11%
Clc1ccc(-c2nnn3c2nc(N2CCCCC2)c2ccccc23)cc1	-10%

A portion of the library; the hit share may differ from the screen's.
